Screens: PubChem BioAssay, several laboratories
FLuc act counter: firefly luciferase counter-screen for stimulation assays; P08659; activation factor at 10 µM; AID 1027; ATPlite luciferase biochemical, luminescence, 10 min; 0 = ATP-free wells, 1 = DMSO control; 200,000 tested, under 10 active;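 active means luciferase activation factor, scaled between plate controls, of at least 2 with compound at 10 µM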
Target sequence (P08659 whole entry, looked up): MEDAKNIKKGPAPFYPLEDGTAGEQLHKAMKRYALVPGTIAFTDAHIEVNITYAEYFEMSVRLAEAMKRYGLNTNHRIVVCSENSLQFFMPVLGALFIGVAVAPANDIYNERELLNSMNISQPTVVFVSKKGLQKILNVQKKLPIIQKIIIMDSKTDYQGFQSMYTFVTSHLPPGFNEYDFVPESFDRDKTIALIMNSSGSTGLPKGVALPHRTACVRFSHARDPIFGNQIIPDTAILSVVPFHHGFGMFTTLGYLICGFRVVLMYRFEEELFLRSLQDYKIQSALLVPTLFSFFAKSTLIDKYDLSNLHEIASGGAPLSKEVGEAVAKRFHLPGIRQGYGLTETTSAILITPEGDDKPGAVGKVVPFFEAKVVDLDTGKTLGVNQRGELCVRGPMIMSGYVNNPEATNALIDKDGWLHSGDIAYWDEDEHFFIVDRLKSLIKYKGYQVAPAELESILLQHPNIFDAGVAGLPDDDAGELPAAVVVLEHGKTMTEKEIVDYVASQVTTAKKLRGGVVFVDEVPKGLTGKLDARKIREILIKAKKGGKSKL
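Material: luciferase plus luciferin reagent, cell-free. Medium: PBS buffer for ATP. Also added: ATP substrate, dispensed from a 10.24 µM working solution in PBS. Doses: test compounds dosed from 2 mM stocks in 100% DMSO. Incubation: 10 min post-reagent at room temperature. Technique: light output (luminescence). Read-out basis: luminescence gain marking luciferase activators.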
G6PDH CS: L. mesenteroides G6PDH inhibition counter-screen; AID 1020; 0.12% of 200,000 active; Purified L. mesenteroides G6PDH, diaphorase/resazurin coupled fluorescence, 45 min; inhibition, % at 5 µM; in the data active means inhibition above about 50%
DTT redox prof: compounds producing H2O2 with reducing agent – biochemical, NIH compound library profiling, artefact control for MLSCN library redox annotation, primary screen | activation, % at 10 µM | 0.03% of 200,000 active | AID 878 | DTT-dependent redox cycling H2O2, phenol red/HRP absorbance; 100% = 100 µM peroxide control, 0% = buffer;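 active means activation of at least 50% relative to the plate's high and low controls in the primary single-dose screen; inactive means activation below 50%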;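 further: compound incubated with DTT at 0.8 mM final as the reducing agent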
APP 5'UTR act: activates APP 5'UTR luciferase reporter. SH-SY5Y APP 5'UTR luciferase reporter, luminescence; zero percent = DMSO vehicle wells. activation, % at 2 µM. 1% of 190,000 active. AID 1276;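 active means activation above a set limit, based on mean plus 3 SD of controls, cut at about 140% in these data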; further: values of inactives mirror those of a sister screen read the other way
APP transl inh: APP translation inhibition; SH-SY5Y APP 5'UTR-luciferase reporter, luminescence; inhibition, % at 2 µM; 0.82% of 190,000 active; AID 1285;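 active means inhibition above a set limit, derived from the sample mean plus 3 SD, cut at about 45% in these data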; further: values of inactives mirror those of a sister screen read the other way
NF-kB expr up: NF-kB expression increase, human neuronal cells | NF-kB reporter expression; active compounds read high | fold change at 12.5 µM | 1.6% of 190,000 active | AID 1239; in the data active means fold change above about 3.3
Efa HMGR inh: E. faecalis class II HMG-CoA reductase inhibition; purified E. faecalis HMGR, NADPH absorbance 340 nm kinetic; AID 1066; 0.41% of 190,000 active; inhibition, % at 10 µM;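 active means inhibition above a set limit, the median over all tested compounds plus 3 SD, cut at about 9.5% in these data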;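 further: enzyme runs in reverse so mevalonate oxidation gives rising NADPH absorbance; 0% = complete reaction with DMSO and 100% = background rate lacking mevalonate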
FLuc inhib CS: Photinus pyralis luciferase inhibition counter-screen; inhibition, % at 10 µM; 1.5% of 200,000 active; ATPLite firefly luciferase biochemical luminescence, 10 min;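 active means inhibition above about 50% when tested at 10 µM, limit read from the data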
STAT1 act: activators of IFN-gamma induced STAT1 signaling; activation (% of control), % at 5.5 µM; AID 932; NIH 3T3 STAT1-luciferase reporter, luminescence; 100% = IFN-gamma alone, no compound; 2.6% of 200,000 active;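 active means activation above the screen-wide mean activation plus 3 SD, cut at about 130% in these data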;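 further: raw ratio to IFN-gamma control signal so 100% means no change and 0% no light; values of inactives mirror those of a sister screen read the other way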
Hsp70 activator: transcriptional activators of Hsp70; activation, % at 10 µM; HeLa Hsp70 promoter luciferase reporter, luminescence; scaled: vehicle 0, proteasome-inhibitor control 100%; AID 1203; 0.04% of 200,000 active;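 active means activation above the mean across all tested compounds plus 3 SD, cutoff set per campaign, cut at about 5.5% in these data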;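 further: 100% = MG132 at 30 µM as the positive control and 0% = DMSO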
* marks the source's active call; other numbers are inactive results.

How did COC(=O)Cc1ccc(NC(=S)NCc2ccc(F)cc2)cc1 do in these assays?
FLuc act counter: 1; G6PDH CS: -3; DTT redox prof: 0.6; APP 5'UTR act: -6; APP transl inh: 6; NF-kB expr up: 1.3; Efa HMGR inh: 1; FLuc inhib CS: -1; STAT1 act: 99; Hsp70 activator: -0.1

How did Cc1sc2nc(SCC(=O)O)[nH]c(=O)c2c1C do in these assays?
FLuc act counter: 1; G6PDH CS: 12; DTT redox prof: -0.3; APP 5'UTR act: -14; APP transl inh: 14; NF-kB expr up: 1; Efa HMGR inh: -1; FLuc inhib CS: -3; STAT1 act: 102; Hsp70 activator: -0.1

Results for O=C(Cn1nnc(-c2ccc(F)cc2)n1)Nc1ccc2c(c1)OCCO2 ?
FLuc act counter: 1.1; G6PDH CS: 5; DTT redox prof: -1.9; APP 5'UTR act: 0; APP transl inh: 0; NF-kB expr up: 1.1; Efa HMGR inh: -5; FLuc inhib CS: -6; STAT1 act: 100; Hsp70 activator: -0.1

How did NC(=O)N1CCC2(CC1)NC(=O)N(c1ccccc1)N2 do in these assays?
FLuc act counter: 0.9; G6PDH CS: 18; DTT redox prof: -0.6; APP 5'UTR act: 12; APP transl inh: -12; NF-kB expr up: 1.1; Efa HMGR inh: -2; FLuc inhib CS: 10; STAT1 act: 100; Hsp70 activator: -0.3

What do the screens show for `O=C(C1=C[C@H](c2ccc(Br)cc2)C[C@H](OCCCCO)O1)N1CCOCC1`?
FLuc act counter: 1.1; G6PDH CS: 13; DTT redox prof: 0.2; APP 5'UTR act: -4; APP transl inh: 4; NF-kB expr up: 0.89; Efa HMGR inh: -3; FLuc inhib CS: -6; STAT1 act: 101; Hsp70 activator: 0.3

Results for C#CCOCCOCCOCCNc1nc(N2CCN(C(=O)[C@H](CCC(=O)O)n3cc(C(N)Cc4ccc(O)cc4)nn3)CC2)nc(N2CCN(C(=O)[C@H](CCC(=O)O)n3cc(C(N)CC(C)C)nn3)CC2)n1 (some centres undefined) ?
FLuc act counter: 1; G6PDH CS: 12; DTT redox prof: 1.9; APP 5'UTR act: 5; APP transl inh: -5; NF-kB expr up: 1.3; Efa HMGR inh: 2; FLuc inhib CS: -3; STAT1 act: 93; Hsp70 activator: 0.4

How did CC(Oc1ccc(Cl)cc1Cl)C(=O)NCCCN(C)C (centres undefined) do in these assays?
FLuc act counter: 1.1; G6PDH CS: -1; DTT redox prof: 0.2; APP 5'UTR act: 11; APP transl inh: -11; NF-kB expr up: 1.1; Efa HMGR inh: -3; FLuc inhib CS: -5; STAT1 act: 114; Hsp70 activator: -0.3

How did COc1ccc(Cc2nc3ccccc3n2CC(=O)N/N=C/c2ccc(C)cc2O)cc1OC do in these assays?
FLuc act counter: 1; G6PDH CS: -15; DTT redox prof: 0.3; APP 5'UTR act: -16; APP transl inh: 16; NF-kB expr up: 0.92; Efa HMGR inh: 4; FLuc inhib CS: 0; STAT1 act: 108; Hsp70 activator: -0.1

What do the screens show for `Cc1ccc(C2(CC(=O)Nc3nccs3)CCOC(C(C)C)C2)cc1` (centres undefined)?
FLuc act counter: 1; G6PDH CS: 8; DTT redox prof: -0.1; APP 5'UTR act: 10; APP transl inh: -10; NF-kB expr up: 0.65; Efa HMGR inh: -1; FLuc inhib CS: -3; STAT1 act: 92; Hsp70 activator: -0.3

Results for CC1CC(C)(C)NC(=S)N1CCC(=O)N1CCc2ccccc21 (centres undefined) ?
FLuc act counter: 1; G6PDH CS: -6; DTT redox prof: -1.7; APP 5'UTR act: -13; APP transl inh: 13; NF-kB expr up: 0.9; Efa HMGR inh: -3; FLuc inhib CS: -2; STAT1 act: 94; Hsp70 activator: -0.4

Results for COc1ccc(NC(=O)CSc2n[nH]c(C)c2[N+](=O)[O-])cc1 ?
FLuc act counter: 1; G6PDH CS: 1; DTT redox prof: -1.9; APP 5'UTR act: -18; APP transl inh: 18; NF-kB expr up: 1.1; Efa HMGR inh: 1; FLuc inhib CS: -2; STAT1 act: 99; Hsp70 activator: -0.2

Results for Cc1cc(C(=O)C[N+]2(C)CCOCC2)c(C)n1-c1ccc(Br)cc1 ?
FLuc act counter: 1.1; G6PDH CS: 9; DTT redox prof: 0.6; APP 5'UTR act: -1; APP transl inh: 1; NF-kB expr up: 1.3; Efa HMGR inh: -1; FLuc inhib CS: -5; STAT1 act: 101; Hsp70 activator: -0.2

How did O=C(c1ccc(N2CCNCC2)cc1)c1cccnc1 do in these assays?
FLuc act counter: 1.1; G6PDH CS: -1; DTT redox prof: 0.6; APP 5'UTR act: -1; APP transl inh: 1; NF-kB expr up: 1.1; Efa HMGR inh: 3; FLuc inhib CS: -6; STAT1 act: 101; Hsp70 activator: -0.2

How did COCCCN(CC(=O)O)S(=O)(=O)c1cccc(Cl)c1 do in these assays?
FLuc act counter: 1.1; G6PDH CS: 5; DTT redox prof: -1.9; APP 5'UTR act: 2; APP transl inh: -2; NF-kB expr up: 0.98; Efa HMGR inh: -4; FLuc inhib CS: -10; STAT1 act: 100; Hsp70 activator: -0.1

How did COc1ccc(OCC(=O)N2CC3(C)CC2CC(C)(C)C3)cc1 (centres undefined) do in these assays?
FLuc act counter: 1.1; G6PDH CS: -11; DTT redox prof: 2.2; APP 5'UTR act: 2; APP transl inh: -2; NF-kB expr up: 1.3; Efa HMGR inh: 0; FLuc inhib CS: -7; STAT1 act: 101; Hsp70 activator: -0.1

How did CCC(C)(C)NC(=O)C(c1ccccn1)N(C(=O)c1csnn1)c1ccc(C)cc1 (centres undefined) do in these assays?
FLuc act counter: 1; G6PDH CS: 12; DTT redox prof: -0.7; APP 5'UTR act: 20; APP transl inh: -20; NF-kB expr up: 1.1; Efa HMGR inh: 0; FLuc inhib CS: 0; STAT1 act: 103; Hsp70 activator: -0.3

What do the screens show for `Cc1nn(Cc2c(F)cccc2Cl)c(C)c1NC(=O)C1CC1`?
FLuc act counter: 1; G6PDH CS: 8; DTT redox prof: -0.4; APP 5'UTR act: -2; APP transl inh: 2; NF-kB expr up: 1.2; Efa HMGR inh: -2; FLuc inhib CS: -1; STAT1 act: 101; Hsp70 activator: -0.4

What do the screens show for `COc1ccc(C(=O)Nc2ccc(OCc3ccccc3)cc2)cc1[N+](=O)[O-]`?
FLuc act counter: 1; G6PDH CS: 1; DTT redox prof: -7.1; APP 5'UTR act: -2; APP transl inh: 2; NF-kB expr up: 1.1; Efa HMGR inh: -3; FLuc inhib CS: -1; STAT1 act: 99; Hsp70 activator: 0.1

How did Cc1cc(Cl)c(S(=O)(=O)NCC2CCCO2)cc1OCC(=O)NC1CCCCC1 (centres undefined) do in these assays?
FLuc act counter: 1; G6PDH CS: 7; DTT redox prof: 0.2; APP 5'UTR act: 19; APP transl inh: -19; NF-kB expr up: 0.66; Efa HMGR inh: -3; FLuc inhib CS: -4; STAT1 act: 96; Hsp70 activator: -0.1

How did CC(C)(C)SCCNS(=O)(=O)c1ccccc1 do in these assays?
FLuc act counter: 1; G6PDH CS: 5; DTT redox prof: 2.9; APP 5'UTR act: -21; APP transl inh: 21; NF-kB expr up: 1.1; Efa HMGR inh: -7; FLuc inhib CS: -4; STAT1 act: 104; Hsp70 activator: -0.6

Results for O=C(CC1SCCNC1=O)Nc1ccc(Cl)cc1 (centres undefined) ?
FLuc act counter: 1; G6PDH CS: 7; DTT redox prof: -0.1; APP 5'UTR act: 14; APP transl inh: -14; NF-kB expr up: 1.4; Efa HMGR inh: 0; FLuc inhib CS: 2; STAT1 act: 109; Hsp70 activator: -0.1

How did O=C(COC(=O)c1nc(-c2ccccc2)n(-c2cccc(C(F)(F)F)c2)n1)NCc1cccs1 do in these assays?
FLuc act counter: 1; G6PDH CS: -6; DTT redox prof: 0.1; APP 5'UTR act: -1; APP transl inh: 1; NF-kB expr up: 1.1; Efa HMGR inh: 5; FLuc inhib CS: -4; STAT1 act: 102; Hsp70 activator: -0.2

What do the screens show for `C#CCNC(=O)C1=C[C@@H](C)C[C@@H](OCc2ccc(CO)cc2)O1`?
FLuc act counter: 1.1; G6PDH CS: 4; DTT redox prof: -0.5; APP 5'UTR act: 0; APP transl inh: 0; NF-kB expr up: 1.2; Efa HMGR inh: 1; FLuc inhib CS: -8; STAT1 act: 104; Hsp70 activator: 2.0

Results for COC(=O)CC1=NN(c2ccccc2)C(=O)C1 ?
FLuc act counter: 1; G6PDH CS: 3; DTT redox prof: 0.0; APP 5'UTR act: 5; APP transl inh: -5; NF-kB expr up: 1.1; Efa HMGR inh: 3; FLuc inhib CS: -2; STAT1 act: 101; Hsp70 activator: -0.2

Results for COc1ccc(-c2cnn3c(N)c(S(=O)(=O)C(C)(C)C)cnc23)cc1 ?
FLuc act counter: 1; G6PDH CS: 3; DTT redox prof: 2.8; APP 5'UTR act: 4; APP transl inh: -4; NF-kB expr up: 6.4*; Efa HMGR inh: -6; FLuc inhib CS: 2; STAT1 act: 108; Hsp70 activator: 0.1

Results for Nc1nc(NC(=O)c2ccco2)nn1-c1ccccc1 ?
FLuc act counter: 1; G6PDH CS: 4; DTT redox prof: -0.9; APP 5'UTR act: 66; APP transl inh: -34; NF-kB expr up: 1.6; Efa HMGR inh: -1; FLuc inhib CS: 0; STAT1 act: 103; Hsp70 activator: -0.1

What do the screens show for `CSc1nc(C)cc(Oc2ccc(=O)[nH]n2)n1`?
FLuc act counter: 1; G6PDH CS: 8; DTT redox prof: -1.8; APP 5'UTR act: -24; APP transl inh: 24; NF-kB expr up: 1; Efa HMGR inh: 6; FLuc inhib CS: 0; STAT1 act: 97; Hsp70 activator: -0.2

Arranged by count of non-hydrogen atoms (falling): some entries from above
How did O=C(COC(=O)c1nc(-c2ccccc2)n(-c2cccc(C(F)(F)F)c2)n1)NCc1cccs1 do in these assays?
FLuc act counter: 1; G6PDH CS: -6; DTT redox prof: 0.1; APP 5'UTR act: -1; APP transl inh: 1; NF-kB expr up: 1.1; Efa HMGR inh: 5; FLuc inhib CS: -4; STAT1 act: 102; Hsp70 activator: -0.2

How did CCC(C)(C)NC(=O)C(c1ccccn1)N(C(=O)c1csnn1)c1ccc(C)cc1 (centres undefined) do in these assays?
FLuc act counter: 1; G6PDH CS: 12; DTT redox prof: -0.7; APP 5'UTR act: 20; APP transl inh: -20; NF-kB expr up: 1.1; Efa HMGR inh: 0; FLuc inhib CS: 0; STAT1 act: 103; Hsp70 activator: -0.3

What do the screens show for `Cc1nn(Cc2c(F)cccc2Cl)c(C)c1NC(=O)C1CC1`?
FLuc act counter: 1; G6PDH CS: 8; DTT redox prof: -0.4; APP 5'UTR act: -2; APP transl inh: 2; NF-kB expr up: 1.2; Efa HMGR inh: -2; FLuc inhib CS: -1; STAT1 act: 101; Hsp70 activator: -0.4

How did O=C(c1ccc(N2CCNCC2)cc1)c1cccnc1 do in these assays?
FLuc act counter: 1.1; G6PDH CS: -1; DTT redox prof: 0.6; APP 5'UTR act: -1; APP transl inh: 1; NF-kB expr up: 1.1; Efa HMGR inh: 3; FLuc inhib CS: -6; STAT1 act: 101; Hsp70 activator: -0.2
